VEEV TC-83 Vero: inhibitors of VEEV TC-83 cytopathic effect, confirmation, Vero cells (AID 588727). Vero cells, VEEV TC-83 cytopathic effect inhibition; higher % means a stronger effect. inhibition, % at 20 µM, or IC50 in µM where a hit was titrated. 350,000 tested, 0.13% active; in the data active = a potency from the dose series; inconclusive = inhibition mostly from about 14% at the one dose, without a potency; inactive = the rest, 99 in 100 with inhibition below about 12%; also: strong numbers were not always called active
PhoP GFP inhibition: Inhibition of PhoP regulon, Salmonella typhi GFP reporter cells, confirmation, 4 h (AID 1850). Salmonella Typhi PhoP-promoter GFP reporter, fluorescence, 4 h; higher % means a stronger effect. inhibition, % at 50 µM, or IC50 in µM where a hit was titrated. 310,000 tested, 0.33% active; in the data active = a potency from the dose series; inconclusive = inhibition mostly from about 25% at the one dose, without a potency; inactive = the rest, 99 in 100 with inhibition below about 19%;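 also: 0% = induced wells with vehicle and 100% = uninduced wells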
M. tuberculosis HTS: M. tuberculosis growth inhibition, HTS (AID 449762). M. tuberculosis H37Rv growth inhibition, 7H9 media; higher % means a stronger effect. inhibition, % at 25 µM; hits with a dose series show IC50 in µM. 330,000 tested, 0.59% active; in the data active = a potency from the dose series; inconclusive = inhibition above about 70% without an active follow-up result;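 also: bacterial growth assessed after seven days of incubation; strong numbers were not always called active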
tuberculosis growth: growth inhibition of non-replicating M. tuberculosis (AID 488890). 320,000 tested, 0.39% active. Mycobacterium tuberculosis non-replicating, growth inhibition; higher % means a stronger effect. inhibition, % at 25 µM; hits with a dose series show IC50 in µM; in the data active = a potency from the dose series; inconclusive = inhibition mostly from about 82% at the one dose, without a potency; inactive = the rest, 99 in 100 with inhibition below about 76%;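 also: plate controls were DMSO cells for no effect and high antibiotic wells for full effect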
influenza NS1A: NS1A inhibition, H1N1 influenza, cell based functional assay (AID 504329); inhibition, % at 12.5 µM; hits with a dose series show IC50 in µM; NS1A functional cell-based assay, percent inhibition; higher % means a stronger effect; 340,000 tested, 0.3% active; in the data active = a potency from the dose series; inconclusive = inhibition above about 27% without an active follow-up result; also: strong numbers were not always called active
VEEV TC-83 Vero 10K pilot screen: second read-out of VEEV TC-83 Vero, no call of its own (marks repeat the call); inhibition, %; measured here: 10K pilot screen inhibition
* hit, by the source's call; i = inactive; u = inconclusive; x = no result given. No enrichment for hits; 1.5% or so of the library scored in one or more.

SMILES	VEEV TC-83 Vero	PhoP GFP inhibition	M. tuberculosis HTS	tuberculosis growth	influenza NS1A	others
C#CCNC(=O)C1=C[C@H](c2ccccc2)C[C@H](OCCCCO)O1	1.8%	2%	5%	12%	-25%
CC1CCCCC1N=CC1=C(O)CC(C)(C)CC1=O (stereo unspecified)	0.2%	1%	-5%	-30%	2%
Cc1ccc(CNC(=O)C(NS(=O)(=O)c2cccc3nsnc23)C(C)C)cc1 (stereo unspecified)	3.7%	-7%	6%	0%	1%
Clc1ccc2[nH]c3c(c2c1)CCNC3	0.8%	-4%	-6%	63%	0%
CCC1CCCCN1CCCNC(=O)Cn1c(=O)c2cccn2c2cccnc21 (stereo unspecified)	0.2%	-6%	-4%	10%	11%
COc1ccc(C(=O)OC2CC[C@@]3(C)C4CCC5[C@]6(O)CC(O)[C@@]7(O)C(CN8CC(C)CCC8[C@@]7(C)O)[C@]6(O)C[C@@]53O[C@]24O)cc1OC (stereo partly specified)	i	-14%	1%	17%	2%
COc1cc2[nH]ccc(=O)c2cc1OC	0.8%	-2%	0%	6%	3%
CC(=O)Nc1nc2c(c3c1c(=O)oc1ccccc13)CCCCC2	x	-1%	-4%	-3%	x
COc1ccccc1C(=O)n1nc(-c2ccco2)nc1N	1.0%	9%	-10%	-3%	-8%
Cc1ccc(Cn2ncc3c(N4CCCC4)ncnc32)cc1	7.3%	0%	5%	71%	9%
Cc1cc(C(C#N)c2ccc(Cl)cc2)c(Cl)cc1NC(=O)c1cc(I)cc(I)c1O (stereo unspecified)	1.8%	-15%	0%	78%	8%
C/C(N)=C(/C#N)C(=O)CSc1n[nH]c(-c2cccs2)n1	i	11%	7%	5%	1%

3 records drawn at random from the list so far:
SMILES	VEEV TC-83 Vero	PhoP GFP inhibition	M. tuberculosis HTS	tuberculosis growth	influenza NS1A	others
Cc1ccc(Cn2ncc3c(N4CCCC4)ncnc32)cc1	7.3%	0%	5%	71%	9%
COc1cc2[nH]ccc(=O)c2cc1OC	0.8%	-2%	0%	6%	3%
C/C(N)=C(/C#N)C(=O)CSc1n[nH]c(-c2cccs2)n1	i	11%	7%	5%	1%

Remaining list, next part
SMILES	VEEV TC-83 Vero	PhoP GFP inhibition	M. tuberculosis HTS	tuberculosis growth	influenza NS1A	others
O=C1c2cccnc2C(=O)N1Cc1ccc(Cl)cc1	2.5%	-5%	1%	13%	12%
O=C(Nc1cccc(Cl)c1)c1cc(-c2ccco2)on1	1.7%	7%	-1%	u	7%
CC(=O)Nc1ccc(S(=O)(=O)N(C)Cc2cnn(C)c2)cc1	5.5%	2%	-3%	6%	-2%
COc1ccc(OC)c(/C=C/C(=O)OCC(=O)NCc2ccco2)c1	i	x	3%	-5%	-13%
COCc1ccccc1C1=CC(=O)C[C@H](c2ccc(OC)cc2)C1	0.2%	x	1%	-11%	-2%	VEEV TC-83 Vero 10K pilot screen=0.5
Cn1cccc1Cc1nnc(SCC(=O)N2CCN(c3ccccc3)CC2)n1-c1ccc(F)cc1	2.0%	0%	1%	21%	7%
COC(C[C@H]1O[C@H]1[C@@H](O)[C@H](C)OCc1ccccc1)OC	0.6%	x	x	x	6%
CC1(C)CC(N(Cc2ccccc2)C(=O)Cc2ccccc2)CCO1 (stereo unspecified)	0.3%	1%	-4%	15%	-11%
COc1ccc(CCNC(=O)CSc2nnc(-c3cccc(F)c3)o2)cc1OC	0.6%	-8%	-11%	-2%	0%
COc1ccccc1NC(=O)Cn1cc(C(=O)c2ccco2)c2ccccc21	1.6%	-3%	-1%	32%	-1%
COc1ccc(Nc2nc(C)cc(C)c2C(N)=O)cc1OC	i	-2%	-7%	-13%	18%
O=C(CCN1C(=O)C2CCCCC2C1=O)Nc1cc([N+](=O)[O-])ccc1Cl (stereo unspecified)	1.2%	x	-10%	-2%	-8%
c1ccc(Cn2nnc3c(N4CCc5ccccc5C4)ncnc32)cc1	i	-2%	20µM*	33%	4%
CCn1ccnc1CN1CCC(n2nccc2NC(=O)CCc2ccccc2)CC1	i	-2%	8%	27%	21%
C/C(CC(=O)N1CCN(C=O)CC1)=N\NC(=O)c1ccc(Cl)cc1	1.8%	3%	32%	8%	7%
COc1ccc(-c2nn(CCC#N)cc2C(=O)Nc2ccccc2Cl)cc1	0.5%	-8%	4%	8%	2%
Cc1nnc2ccc(N3CCN(C)CC3)nn12	4.8%	x	x	x	-21%
CC(=O)c1cccc(NC(=O)N2CCCC2C(=O)NCc2ccc(C)cc2)c1 (stereo unspecified)	0.5%	6%	3%	8%	1%
CN1CCC(N(C)CC(O)c2ccccc2)CC1 (stereo unspecified)	i	1%	-3%	-5%	6%
Cc1ccc(-c2nnc(SCC(=O)Nc3ccc4c(c3)OCCO4)n2N)cc1	1.2%	-9%	-13%	1%	-6%
Cc1cccc(C(=O)NC2CCN(S(=O)(=O)c3ccc(F)cc3)CC2)c1	i	-12%	4%	12%	0%
Cc1occc1C(=O)NCc1ccccc1	1.6%	-1%	1%	6%	1%
CN(C)c1cccc(C(=O)NNC(=O)CSc2ccccc2)c1	1.7%	6%	1%	-10%	2%
O=C(OC[C@H]1O[C@@H](OC(=O)c2cc(O)c(O)c(OC(=O)c3cc(O)c(O)c(O)c3)c2)[C@H](OC(=O)c2cc(O)c(O)c(OC(=O)c3cc(O)c(O)c(O)c3)c2)[C@@H](OC(=O)c2cc(O)c(O)c(OC(=O)c3cc(O)c(O)c(O)c3)c2)[C@@H]1OC(=O)c1cc(O)c(O)c(OC(=O)c2cc(O)c(O)c(O)c2)c1)c1cc(O)c(O)c(OC(=O)c2cc(O)c(O)c(O)c2)c1	x	-16%	55%	21%	x
Cc1nnc2sc(SCC(=O)Nc3nccs3)nn2c1=O	1.0%	-1%	0%	-7%	-3%
CC(=O)c1ccc(S(=O)(=O)NCCc2cn3ccc(C)cc3n2)cc1	0.4%	-7%	-6%	-6%	-9%
CC(=O)CSc1ccc(-c2nc3cc(C)c(C)cc3[nH]2)cn1	2.7%	-5%	2%	59%	-7%
COc1cc(C2CC(=O)Nc3ccccc3S2)cc(OC)c1OC (stereo unspecified)	i	8%	3%	-9%	-3%
CC(C)Cn1c(CCCNC(=O)c2ccco2)nc2ccccc21	i	8%	1%	-16%	0%
C=CCOc1ccccc1/C=N/n1nnnc1N	1.6%	-8%	-2%	-12%	3%
O=C(Nc1ccc(-c2noc(COc3ccccc3Cl)n2)cc1)c1ccco1	3.1%	-6%	3%	37%	-6%
COc1ccc(C(=O)Nc2c3c(nn2-c2ccc([N+](=O)[O-])cc2)CS(=O)(=O)C3)cc1	1.8%	5%	6%	-14%	-1%
O=C(CSc1ccc2c(c1)OCCO2)Nc1cccc(S(=O)(=O)N2CCCCC2)c1	i	-11%	2%	-10%	12%
CC[n+]1c(/C=C/N(C)c2ccccc2)n(-c2ccccc2)c2ccc(-c3nc4ccccc4s3)cc21	i	5.9µM*	0.87µM*	u	9%
CCOc1ccc2c(c1)C(NC(C)=O)C(=O)N2CCN1CCOCC1 (stereo unspecified)	2.3%	16%	-3%	-8%	-25%
O=[N+]([O-])c1cc(S(=O)(=O)Nc2ccccc2)ccc1NCc1ccccc1	i	-10%	-3%	6%	-1%
COc1ccc(N2C(=O)CC(N3CCN(c4ccccc4)CC3)C2=O)cc1 (stereo unspecified)	1.4%	-7%	-1%	7%	0%
Cc1cc(C)cc(SCc2noc(C(=O)NCC3CCCO3)c2C(=O)O)c1 (stereo unspecified)	0.7%	1%	-7%	4%	-11%
CCOC(=O)C1=CC[C@H]2c3c(c4ccc(OC)cc4n3C)C(=O)C1N2S(=O)(=O)c1ccc(C)cc1	8.9%	x	-2%	23%	4%
COc1ccc(CCNCC(O)COc2c(C)cccc2C)cc1OC (stereo unspecified)	i	1%	-9%	9%	3%
O=C(NCCc1ccccc1Cl)C1CC(=O)N(C2CCCCC2)C1 (stereo unspecified)	0.6%	6%	-3%	2%	7%
COc1cc(NC(=O)Nc2ccc3c(c2)OCO3)cc(OC)c1OC	0.6%	-10%	9%	-1%	-4%
COc1ccc(Cl)cc1NC(=O)COC(=O)CNC(=O)C1CCCCC1	0.1%	x	-10%	-11%	-1%
Cc1cc(NC(=O)c2cc3ccccc3o2)ccc1NC(=O)c1ccccc1	7.2%	-4%	11%	22%	7%
Cc1ccsc1C(=O)N1CCCC(C(=O)c2cc(F)ccc2F)C1 (stereo unspecified)	i	-1%	20%	-1%	1%
CCOc1ccc2[nH]cc(C(=O)NCc3ccc(F)cc3)c(=O)c2c1	2.2%	-1%	6%	8%	2%
Cc1nnc(SCC(=O)NC2CCS(=O)(=O)C2)n1Cc1ccccc1 (stereo unspecified)	1.4%	-2%	-2%	-13%	-3%
Cc1ccccc1NC(=O)CSc1nc(COc2ccccc2)nc2ccccc12	i	0%	5%	9%	1%
COC(=O)C(NC(C)=O)(Nc1nc2ccc(C)cc2s1)C(F)(F)F (stereo unspecified)	i	4%	0%	-7%	2%
Cn1ncc(Cl)c1C(=O)N1CCN(c2cccc(Cl)c2)CC1	6.5%	-6%	1%	5%	-2%
CCC(C)(C)C1CCC(NC(=O)N2CCN(c3ccccc3O)CC2)CC1 (stereo unspecified)	2.6%	1%	2%	30%	-9%
CCn1c(C)[n+](CCOC(C)=O)c2cc(Cl)c(Cl)cc21	0.5%	-1%	-5%	11%	2%
Cc1ccccc1NCC(=O)N/N=C\c1ccc([N+](=O)[O-])s1	0.8%	1%	u	3.6µM*	11%
CSc1cccc(NC(=O)COC(=O)C2(c3ccccc3)CC2)c1	3.5%	x	3%	65%	4%
CC1Cc2cc(/C(O)=C3/C(=O)C(=O)N(CC4CCCO4)C3c3ccco3)ccc2O1 (stereo unspecified)	0.8%	10%	-1%	2%	-8%
CC(=O)N1CCc2cc(S(=O)(=O)NCCC(=O)N3CCN(Cc4ccccc4)CC3)ccc21	0.5%	-5%	1%	7%	5%
COCCN(C(=O)COC(=O)COc1ccc2ccccc2c1)c1c(N)n(Cc2ccccc2)c(=O)[nH]c1=O	0.9%	x	x	x	-14%
CCOC(=O)c1nnc(-c2ccccc2)o1	i	-8%	-13%	-23%	12%
CC(=O)c1nc2ccccc2n1Cc1ccccc1	i	17%	2%	5%	-11%
CCc1ccccc1-n1c(-c2ccncc2)n[nH]c1=S	2.9%	-15%	-3%	4%	3%

(cont.)
SMILES	VEEV TC-83 Vero	PhoP GFP inhibition	M. tuberculosis HTS	tuberculosis growth	influenza NS1A	others
c1nnc(NC2=NCCC2)s1	0.3%	-5%	-6%	-2%	4%
O=C(NCCN1CCCCC1)c1ccc(=O)oc1	i	0%	2%	-9%	-2%
Cc1ccc(/C=C/C(O)=C2/C(=O)N(C)C3(C)CC2c2ccccc2O3)cc1 (stereo unspecified)	21%	-4%	x	-11%	1%
CC(C)[C@H](NC(=O)c1ccccc1Cl)C(=O)OCC(=O)N1CCCCC1	0.7%	x	-2%	3%	-1%
CCOc1ccc(Cn2c3ccc(OC)cc3c3nc4ccccc4nc32)cc1	i	-10%	-1%	4%	-4%
COc1cc(NS(=O)(=O)c2ccc(NC(=O)C3CCCO3)cc2)nc(OC)n1 (stereo unspecified)	2.2%	-2%	-9%	4%	1%
Cc1ccccc1-n1nnnc1SCC(C)C	i	11%	1%	-6%	-2%
O=C(Nc1nccs1)c1cc(-c2ccccc2)nc2ccccc12	7.2%	0%	u	14%	-5%
O=C(Nc1ccccc1N1CCOCC1)c1cc2c(s1)CCCCC2	0.4%	-18%	30%	38%	-4%
CCOCC(=O)Nc1ccc2c(c1)OCCO2	0.5%	-3%	-3%	63%	11%	VEEV TC-83 Vero 10K pilot screen=0.2
COc1ccc(S(=O)(=O)N(Cc2ccco2)Cc2cc3ccccc3[nH]c2=O)cc1	1.6%	4%	4%	8%	10%

Molecules from the list above that have a thiophene ring, fused or not:
SMILES	VEEV TC-83 Vero	PhoP GFP inhibition	M. tuberculosis HTS	tuberculosis growth	influenza NS1A	others
C/C(N)=C(/C#N)C(=O)CSc1n[nH]c(-c2cccs2)n1	i	11%	7%	5%	1%
Cc1ccsc1C(=O)N1CCCC(C(=O)c2cc(F)ccc2F)C1 (stereo unspecified)	i	-1%	20%	-1%	1%
Cc1ccccc1NCC(=O)N/N=C\c1ccc([N+](=O)[O-])s1	0.8%	1%	u	3.6µM*	11%
O=C(Nc1ccccc1N1CCOCC1)c1cc2c(s1)CCCCC2	0.4%	-18%	30%	38%	-4%

High-throughput results deposited in PubChem by Southern Research Specialized Biocontainment Screening Center.
